CDK5 p35 inh: inhibitors of human CDK5/p35 kinase, primary screen, biochemical, single concentration. Cyclin-dependent kinase 5 (Homo sapiens) + Cyclin-dependent kinase 5 activator 1 (Homo …. Recombinant CDK5/p35, ADP-Glo luminescence, 60 min. inhibition, % at 10 µM. hit rate 0.01% among 330,000. AID 488839, 2010;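 active = highest replicate inhibition of at least 50% and at least 75% of replicates reaching 50%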;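 note: plate controls were DMSO neutral control for no effect and GW8510 at 10 µM for full effect; many of its hits are not listed in these tables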
PKA-R1A act: activators of PKA-R1A holoenzyme, primary screen, biochemical, fluorescence polarization, Cy5-IP20, bovine R1A, mouse PKAc | cAMP-dependent protein kinase type I-alpha regulatory subunit (Bos taurus) + … | PKA-R1A dissociation; scaled: DMSO 0%, 113 µM cGMP 100% | activation, % at 11.4 µM | hit rate 0.083% among 340,000;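 active = percent activation above the mean of all tested compounds plus 3 SD, cut at about 19% in these data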;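 note: higher means more PKAc released from R1A so a rise in polarization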
Ecoli viability: E. coli V3065 growth inhibition, primary screen, counter-screen for AddAB inhibitor project, absorbance, OD600 | inhibition, % at 11.9 µM | 18 h | hit rate 0.27% among 330,000;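 active = inhibition above the campaign's mean inhibition across all tested compounds plus 3 SD, cut at about 9.9% in these data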;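 note: uninfected addAB+ strain grown without phage in ampicillin broth; 0% = DMSO wells and 100% = ciprofloxacin 0.95 µg/ml wells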
HTR5A inv ag: HTR5A inverse agonists in luminescence cell assay, primary screen, counter-screen for OPRM1-OPRD1 heterodimer inverse agonist project, full-deck HTS; HTR5A cell line, inverse agonism; inhibition, % at 9.3 µM; hit rate 0.083% among 340,000; AID 504634, 2011; 5-hydroxytryptamine receptor 5A (Homo sapiens), P47898; in the data active = inhibition mostly above about 23%, no sharp cut-off; inactive = mostly below about 18%;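 note: 0% = cells with DMSO and 100% = no-cell wells with DMSO; some compounds called inactive have numbers as strong as hits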
phage Ecoli inh: growth loss of phage-infected E. coli, primary screen, RecBCD inhibitor project, absorbance, with phage, HTS. inhibition, % at 11.9 µM. hit rate 0.26% among 360,000; in the data active = inhibition above about 11%
Mot1-301 SUMO: yeast Mot1-301 growth rescue at high temperature, primary screen, SUMOylation pathway inhibitor project, S. cerevisiae, ATP luminescence, 38.5C; growth rescue, % at 18.8 µM; hit rate 1% among 320,000; S. cerevisiae Mot1-301 growth rescue; percent above DMSO median, 100 means doubled;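 active = every valid replicate shows activation above 250% relative to neutral control wells; inactive = the rest, any valid replicate at or below 250%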;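 note: OY570 slx delta 5 strain wells were the positive control but not used for scaling; some compounds called inactive have numbers as strong as hits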
AddAB inh: growth inhibition of E. coli expressing H. pylori AddAB, primary screen, AddAB inhibitor project, absorbance. inhibition, % at 11.9 µM. hit rate 0.29% among 330,000; in the data active = inhibition above about 12%;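 note: 0% = vehicle wells of infected cells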
HTR5A ag: HTR5A agonists in luminescence cell assay, primary screen, counter-screen for OPRM1-OPRD1 heterodimer agonist project, full-deck HTS; activation, % at 9.3 µM; hit rate 0.61% among 340,000; 5-hydroxytryptamine receptor 5A (Homo sapiens), P47898; AID 504692, 2011; cell-based; in the data active = activation mostly above about 9.5%, no sharp cut-off; inactive = mostly below about 7.6%;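 note: 0% = cells with vehicle only and 100% = reference agonist; strong numbers were not always called active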
PKA-R2B act: activators of PKA-R2B holoenzyme, primary screen, biochemical, fluorescence polarization, Cy5-IP20, human. hit rate 0.079% among 340,000. cAMP-dependent protein kinase catalytic subunit beta (Homo sapiens) + cAMP-dependent …. PKA-R2B holoenzyme dissociation; R2B truncated from residue 108, S112A mutant; 0% DMSO only, 100% 113 µM cGMP. activation, % at 11.4 µM;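 active = activation above a cutoff set at the mean over all compounds plus 3 SD, cut at about 18% in these data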;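 note: higher means more holoenzyme dissociation and a rise in polarization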
Tat export inh: E. coli Tat export inhibitors, primary screen, MC4100, TorA-mCherry reporter, fluorescence, single point. inhibition, % at 10 µM. hit rate 0.036% among 340,000;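 active = mean replicate inhibition at least 50% and at least half of replicates individually reaching 50%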;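 note: exported cargo escapes ClpAP degradation while cytoplasmic cargo is degraded and loses fluorescence; 0% = median of neutral control wells and 100% = median of NaSCN control wells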
DAGLB inh: DAGLB lipase inhibitors, primary screen, biochemical, fluorescence, HTS; AID 504411, 2011; inhibition, % at 5.17 µM; HEK293T DAGLB membrane lysate, EnzChek fluorogenic substrate; hit rate 0.059% among 340,000; in the data active = inhibition above about 34%;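 note: 0% = enzyme with vehicle and 100% = wells lacking enzyme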
Target sequence (Q8NCG7 whole entry, looked up): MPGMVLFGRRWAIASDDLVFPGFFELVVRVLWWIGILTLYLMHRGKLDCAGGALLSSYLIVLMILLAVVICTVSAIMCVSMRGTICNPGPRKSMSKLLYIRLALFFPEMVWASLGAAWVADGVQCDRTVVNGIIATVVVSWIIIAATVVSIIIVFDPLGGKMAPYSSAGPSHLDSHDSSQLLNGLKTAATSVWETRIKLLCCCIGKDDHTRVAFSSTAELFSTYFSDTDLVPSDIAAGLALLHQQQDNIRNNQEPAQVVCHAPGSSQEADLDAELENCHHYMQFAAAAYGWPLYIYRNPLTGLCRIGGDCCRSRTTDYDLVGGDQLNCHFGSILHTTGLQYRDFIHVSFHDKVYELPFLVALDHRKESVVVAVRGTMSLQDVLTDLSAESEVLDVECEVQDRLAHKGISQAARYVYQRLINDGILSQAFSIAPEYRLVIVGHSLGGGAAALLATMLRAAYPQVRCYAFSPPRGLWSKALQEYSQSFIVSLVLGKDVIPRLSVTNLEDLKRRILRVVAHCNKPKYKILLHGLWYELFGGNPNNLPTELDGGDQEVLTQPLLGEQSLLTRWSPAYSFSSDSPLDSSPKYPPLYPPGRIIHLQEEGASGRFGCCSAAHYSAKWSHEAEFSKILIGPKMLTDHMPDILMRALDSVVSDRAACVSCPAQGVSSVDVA
The depositor's hits bear a star; x = not tested or not shown.

1. COc1ccc(NC2=CC(c3ccc(OC)c(OC)c3)N(c3ccc(OC)cc3)C2=O)cc1 (stereo unspecified)
2. CCOCCCNC(=S)N(CCO)Cc1cc2cc3c(cc2[nH]c1=O)OCCO3
3. COc1cccc(CNS(=O)(=O)c2c(C(=O)N3CCCCCC3)c(C)n(C)c2C)c1
4. O=C(CNC(=O)c1cc2c(n(-c3ccccc3)c1=O)CCCC2=O)c1ccccc1
5. NC(=O)c1cc(S(=O)(=O)N2CCOCC2)ccc1N1CCCC1
6. COc1ccc(/C=C/C(=O)Nc2nc(N)n(-c3ccccc3)n2)cc1
7. CC(=O)Oc1c(Cl)cc(Cl)cc1/C=C/c1ccc2ccccc2n1
8. COc1cccc(/C=N/Nc2nc3ccccc3[nH]2)c1O
9. Cc1c(NC(=O)c2ccc(Cl)c(S(=O)(=O)N3CCOCC3)c2)c(=O)n(-c2ccccc2)n1C
10. COc1cccc(NC(=O)C2Cc3ccccc3CN2C(=O)c2ccco2)c1 (stereo unspecified)

screen / no.	1	2	3	4	5	6	7	8	9	10
CDK5 p35 inh	-0.7	-0.6	2.6	0.2	1.2	-1.6	-1.2	-1.0	0.1	1.0
PKA-R1A act	-6	4	-3	-9	-1	4	-19	-14	11	1
Ecoli viability	-1.4	-0.4	-2.2	1.2	0.3	-0.9	0.6	4.4	-0.3	-0.9
HTR5A inv ag	-11	11	-6	-11	11	1	7	-8	15	-5
phage Ecoli inh	0.1	1.2	2.0	-2.3	1.4	0.9	2.1	2.9	2.5	-0.3
Mot1-301 SUMO	-11	1	-10	-10	-2	8	20	-19	-1	95
AddAB inh	2.9	-0.7	3.0	0.3	-0.3	1.7	4.4	7.4	1.2	4.0
HTR5A ag	0	-4	3	-1	-4	0	2	6	-4	1
PKA-R2B act	4	5	6	4	4	9	-3	-1	6	6
Tat export inh	-16	-4	-3	-2	7	-4	-4	-9	-10	6
DAGLB inh	0	0	-1	2	-1	2	-4	6	-4	0

11. CCOC(=O)CNS(=O)(=O)c1c(C)noc1C
12. Oc1ccc(-c2nccc(-c3ccccn3)n2)cc1
13. Cc1ccccc1-n1c(SCC(=O)N(C)C2CCS(=O)(=O)C2)nc2ccccc2c1=O (stereo unspecified)
14. CC(C)(C)NC(=O)COc1ccc(CNc2ncn[nH]2)cc1
15. CCc1ccc(NC(=S)Nc2ccc(S(=O)(=O)Nc3ncccn3)cc2)cc1
16. CC(C)(C)C1CCC(C(=O)OCC(=O)N2CCN(C(=O)c3ccco3)CC2)CC1 (stereo unspecified)
17. COc1ccccc1-n1c(-c2cc(-c3ccc(F)cc3)n[nH]2)n[nH]c1=S
18. CCC(C)(C)NC(=O)Cn1c(-c2ccccc2)cc(C(C)=O)c1C
19. Nc1ccc(-c2nc3c(ccc4ccccc43)[nH]2)cc1
20. CCOc1ccccc1N1CCN(Cc2cc3c(cc2[N+](=O)[O-])OCO3)CC1

screen / no.	11	12	13	14	15	16	17	18	19	20
CDK5 p35 inh	-0.6	2.5	-0.2	1.4	-1.1	0.1	1.9	-0.8	-6.1	-0.5
PKA-R1A act	-4	-2	1	-9	-6	-7	-6	2	-18	-9
Ecoli viability	-1.4	1.1	-1.8	0.6	1.5	1.1	0.9	1.8	0.5	0.2
HTR5A inv ag	-4	6	-6	36	13	9	-7	-11	-4	-14
phage Ecoli inh	3.4	0.6	1.6	-1.1	12*	2.4	3.8	1.3	3.1	1.1
Mot1-301 SUMO	-7	-3	x	-10	35	36	-8	-2	5	9
AddAB inh	-1.7	-0.4	-1.3	1.5	3.5	2.9	0.7	1.6	0.0	3.0
HTR5A ag	-6	-2	2	1	-3	2	-3	4	6	-3
PKA-R2B act	2	-3	-4	1	-9	3	-18	-2	-4	-1
Tat export inh	-6	0	-4	-8	19	6	-2	1	24	1
DAGLB inh	-3	0	-5	-2	54*	-2	0	4	6	-4

21. CCOC(=O)CSc1nc2sc3c(c2c(=O)[nH]1)CC(C)(C)OC3
22. Cc1cc(C)c(S(=O)(=O)NCCCn2ccnc2)c(C)c1
23. CCCCC(=O)Nc1ccccc1C#N
24. COc1ccc(C(=O)N(c2ccccn2)C2CCCCC2)c(OC)c1
25. COc1ccccc1N1CCN(C(=O)c2cc(C)on2)CC1
26. CN(CC(=O)N1CCN(c2ccccn2)CC1)S(=O)(=O)c1cccc2nsnc12
27. Cc1ccc(N(CC(=O)NCC2CCCO2)C(=O)CCC(=O)Nc2ccccn2)cc1 (stereo unspecified)
28. CC(C)N(C(=O)CSc1nnc(Cn2nnc3ccccc32)n1C)C(C)C
29. O=C(OCc1ccccc1F)c1cc2ccccc2cc1O
30. O=C(N/N=C/C=C\c1ccco1)c1cccs1

screen / no.	21	22	23	24	25	26	27	28	29	30
CDK5 p35 inh	0.2	-0.4	-8.2	1.0	0.1	-3.3	-0.2	0.6	-0.7	-1.5
PKA-R1A act	6	-13	-7	5	-3	-3	0	-9	-4	x
Ecoli viability	0.2	0.2	0.6	0.7	0.0	1.0	-2.0	1.1	-0.8	-1.3
HTR5A inv ag	8	-8	5	10	-10	12	-10	12	4	x
phage Ecoli inh	3.4	0.6	1.8	1.5	0.2	2.4	2.9	1.6	4.4	5.2
Mot1-301 SUMO	115	-1	4	-1	-3	x	0	5	-6	11
AddAB inh	-0.6	3.8	0.3	0.9	5.5	0.2	0.2	2.1	0.7	0.7
HTR5A ag	-1	2	-2	-4	4	-1	4	-5	0	x
PKA-R2B act	9	0	-18	0	-4	8	0	-6	-9	x
Tat export inh	0	2	-3	-16	-5	-6	-10	-7	-4	-11
DAGLB inh	2	-2	1	5	-4	1	2	-5	-14	x

31. CN(c1ccccc1C(=O)N1CCN(c2ccccc2)CC1)S(C)(=O)=O
32. O=C(NCc1n[nH]c(=S)n1-c1cccc(C(F)(F)F)c1)c1ccco1
33. Cc1ccc(S(=O)(=O)N2CCOCC2)c(C)c1NS(C)(=O)=O
34. C#CCOCCOCCOCCNc1nc(N2CCN(C(=O)[C@H](CCCCN)n3cc([C@@H](N)[C@H](C)CC)nn3)CC2)nc(N2CCN(C(=O)[C@H](CCC(=O)O)n3cc([C@@H](N)CCSC)nn3)CC2)n1
35. O=C(C[C@H]1C/C=C\C[C@H](NC(=O)OCC2c3ccccc3-c3ccccc32)C(=O)OC[C@@H]2CCCN2C1=O)NCCO
36. Cc1cc(=O)n2[nH]c(=O)c(N=Nc3ccccc3)c2[nH]1
37. CCCNC(=O)Nc1cc(OC)c(OC)cc1Cc1nccc2cc(OC)c(OC)cc12
38. O=C(O)CC1(CC(=O)O)Nc2ccccc2SC1=O
39. O=C1/C(=C/c2ccccn2)SC(=S)N1N1CCOCC1
40. COc1cccc(C(=O)Nc2nnc(-c3ccc(Cl)cc3)o2)c1
41. Cc1cc([N+](=O)[O-])ccc1NC(=O)CSc1nnc(C)n1C
42. COc1cc(/C=N/NC(=O)c2cc(-c3ccccc3)nc3ccccc23)cc(OC)c1O
43. COC(CNC(=O)C(=O)NCC1OCCN1S(=O)(=O)c1ccccc1)OC (stereo unspecified)

screen / no.	31	32	33	34	35	36	37	38	39	40	41	42	43
CDK5 p35 inh	-1.0	1.5	-2.6	0.8	-0.1	2.8	0.7	-2.9	0.1	-0.3	2.6	0.0	3.0
PKA-R1A act	10	-6	-8	-7	-4	5	5	-2	6	-9	-4	-2	-6
Ecoli viability	0.9	0.2	-1.3	-4.1	1.1	0.9	x	x	-1.4	-4.1	0.0	1.6	0.0
HTR5A inv ag	18	1	16	15	8	0	-6	6	10	-19	-22	11	2
phage Ecoli inh	2.5	0.7	3.4	3.3	-0.2	3.2	-0.2	2.1	1.4	-4.7	0.0	-0.2	-1.6
Mot1-301 SUMO	-7	-1	-15	-7	13	0	-15	x	26	35	94	-4	1
AddAB inh	-0.2	0.8	5.1	-0.3	-0.4	3.0	x	x	-0.8	4.2	2.5	2.8	0.9
HTR5A ag	-5	0	1	-4	2	0	2	-2	-1	7	6	-3	1
PKA-R2B act	-8	-5	-6	0	-6	-1	1	3	-7	-23	9	10	-6
Tat export inh	-1	-3	1	-4	-10	0	-3	-7	1	-4	-3	-1	-12
DAGLB inh	5	-1	-1	-2	2	5	-4	-1	2	1	-7	-5	2

Full records, quoted from the list. Values in the order: CDK5 p35 inh | PKA-R1A act | Ecoli viability | HTR5A inv ag | phage Ecoli inh | Mot1-301 SUMO | AddAB inh | HTR5A ag | PKA-R2B act | Tat export inh | DAGLB inh
Cc1ccc(S(=O)(=O)N2CCOCC2)c(C)c1NS(C)(=O)=O is entered as -2.6 | -8 | -1.3 | 16 | 3.4 | -15 | 5.1 | 1 | -6 | 1 | -1
Cc1cc([N+](=O)[O-])ccc1NC(=O)CSc1nnc(C)n1C is entered as 2.6 | -4 | 0.0 | -22 | 0.0 | 94 | 2.5 | 6 | 9 | -3 | -7
COC(CNC(=O)C(=O)NCC1OCCN1S(=O)(=O)c1ccccc1)OC (stereo unspecified) is entered as 3.0 | -6 | 0.0 | 2 | -1.6 | 1 | 0.9 | 1 | -6 | -12 | 2

Assay outcomes: PubChem, several laboratories
